DNMT1 inh – human DNMT1 methyltransferase inhibitors, primary screen, biochemical, molecular beacon, fluorescence, HinP1I cleavage, uHTS; inhibition (reported as % activation of signal), % at 10 µM; AID 588458, 2011; 0.83% of 360,000 active; DNA (cytosine-5)-methyltransferase 1 (Homo sapiens), P26358; in the data active means inhibition above about 50%
Target sequence (P26358 504-1616 limits assumed): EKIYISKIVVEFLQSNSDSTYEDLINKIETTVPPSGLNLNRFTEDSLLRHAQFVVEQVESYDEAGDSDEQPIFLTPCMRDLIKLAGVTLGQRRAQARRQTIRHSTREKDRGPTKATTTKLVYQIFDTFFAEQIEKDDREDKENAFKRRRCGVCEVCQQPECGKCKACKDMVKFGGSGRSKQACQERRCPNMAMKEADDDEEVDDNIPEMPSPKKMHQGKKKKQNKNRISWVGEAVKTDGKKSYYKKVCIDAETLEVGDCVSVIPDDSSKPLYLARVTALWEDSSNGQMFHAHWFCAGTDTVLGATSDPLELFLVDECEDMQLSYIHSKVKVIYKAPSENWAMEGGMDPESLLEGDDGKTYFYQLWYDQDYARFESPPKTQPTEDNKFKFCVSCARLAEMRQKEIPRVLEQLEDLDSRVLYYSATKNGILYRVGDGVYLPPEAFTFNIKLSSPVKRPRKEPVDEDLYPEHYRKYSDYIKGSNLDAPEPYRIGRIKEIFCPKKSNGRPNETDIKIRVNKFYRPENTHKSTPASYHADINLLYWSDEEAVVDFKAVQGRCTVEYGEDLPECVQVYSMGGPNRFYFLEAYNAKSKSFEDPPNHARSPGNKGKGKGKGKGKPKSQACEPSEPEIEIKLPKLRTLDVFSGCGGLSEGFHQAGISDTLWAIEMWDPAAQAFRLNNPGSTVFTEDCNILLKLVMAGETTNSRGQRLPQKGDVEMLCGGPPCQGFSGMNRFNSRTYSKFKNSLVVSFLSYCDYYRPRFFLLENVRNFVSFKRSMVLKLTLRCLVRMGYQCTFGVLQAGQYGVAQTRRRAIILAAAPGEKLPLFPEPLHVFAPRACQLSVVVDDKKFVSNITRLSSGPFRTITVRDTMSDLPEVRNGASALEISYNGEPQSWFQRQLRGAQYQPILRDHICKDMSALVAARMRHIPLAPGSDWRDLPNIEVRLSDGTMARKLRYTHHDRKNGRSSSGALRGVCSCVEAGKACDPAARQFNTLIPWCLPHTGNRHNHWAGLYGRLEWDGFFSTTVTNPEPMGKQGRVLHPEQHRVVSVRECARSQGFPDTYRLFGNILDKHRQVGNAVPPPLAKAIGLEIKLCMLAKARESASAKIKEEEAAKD
SKN-1 block – suppressors of acrylamide-induced Pgst-4::GFP reporter in worms, primary screen, SKN-1 inhibitor project, whole organism, uHTS, GFP/RFP fluorescence ratio, strain VP596 | C. elegans VP596 Pgst-4::GFP/RFP ratio, 24 h | AID 624304, 2012 | 0.49% of 360,000 active | inhibition, % at 21.8 µM;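 active means interference check ratio from 0.5 to 1.5 plus GFP to RFP signal ratio inhibition reaching or exceeding a fixed threshold, cut at about 30% in these data, passing the limit was not always enough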; further: some compounds called inactive have numbers as strong as hits
Scp-1 inhibitor – Scp-1 phosphatase inhibitors, primary screen, biochemical, colorimetric, uHTS | Carboxy-terminal domain RNA polymerase II polypeptide A small phosphatase 1 (Homo … | Recombinant Scp1, phosphopeptide, malachite green phosphate absorbance | inhibition, % at 20 µM | 0.88% of 340,000 active | AID 493091, 2011;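 active means inhibition above about 50% at 20 µM, limit read from the data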;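 further: plate controls were DMSO wells with enzyme for no effect and wells lacking enzyme for full effect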
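Test system: SCP-1 phosphatase catalytic domain, residues 76-261 | Compound dosing: One concentration, 20 µM, with 1.0% DMSO | Schedule: 45 min room-temperature reaction, 5 min colour, 30 min stabiliser | Detection: Absorbance at 630 nm | Read-out basis: % inhibition of SCP-1 phosphate liberation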
Rpn11 block – Rpn11 (PSMD14) deubiquitinase inhibitors, primary screen, biochemical, fluorescence polarization, uHTS; 26S proteasome non-ATPase regulatory subunit 14 (Homo sapiens), O00487; human 26S proteasome, Ub4-pepOG fluorescence polarization; 20S core pre-blocked with epoxomicin; calls only at 20 µM; 0.59% of 360,000 active; AID 588493, 2011;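 active means inhibition at 20 µM, scaled to each plate's controls, above about 33%, limit read from the data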
SUMO1-SIM PPI – modulators of SUMO1 protein-protein interactions, primary screen, biochemical, uHTS; SUMO1 binding to a labelled peptide, TR-FRET, 1 h; 0.33% of 360,000 active; inhibition, % at 20 µM; Small ubiquitin-related modifier 1 (Homo sapiens), P63165; in the data active means inhibition above about 37%
MT1-MMP act inh – blockers of MT1-MMP proenzyme processing, primary screen, HT1080 RFP-PRO-GFP cells, GFP/RFP fluorescence; Matrix metalloproteinase-14 (Homo sapiens), P50281; GFP/RFP ratio fluorescence, overnight; percent of plate control window, DMSO zero; GFP/RFP ratio change, % at 20 µM; 0.061% of 360,000 active; AID 651647, 2012;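 active means GFP/RFP ratio change of at least 30% with cell ATP level not reduced by more than half and red fluorescence within 50% of control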; further: strong numbers were not always called active
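system = RFP-PRO-GFP reporter HT1080 cells | dosing = 20 µM single dose, 1% DMSO | timing = overnight cell settling, then overnight compound exposure, 37 °C, 5% CO2 | read-out basis = GFP/RFP fluorescence ratio | controls = DMSO and RFP-L50D-GFP cell wells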
STEP inh – STEP phosphatase inhibitors, primary screen, biochemical, fluorescence intensity, uHTS | Tyrosine-protein phosphatase non-receptor type 5 (Homo sapiens), P54829 | recombinant STEP, OMFP fluorogenic substrate | inhibition, % at 20 µM | 0.25% of 360,000 active | AID 588621, 2011;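 active means inhibition at 20 µM, scaled per plate between control wells, above about 37%, limit read from the data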;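 further: 0% = DMSO with enzyme and substrate and 100% = substrate only without enzyme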
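System: STEP phosphatase, cell-free reaction; Buffer or medium: Bis-Tris pH 6.0 buffer with DTT, detergent; Incubation: 20 min at room temperature, dark; Measured by: fluorescence, 480/540 nm.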
NRP1-CendR mod – modulators of CendR peptide binding to NRP-1, primary screen, biochemical, fluorescence polarization, uHTS; Neuropilin-1 (Homo sapiens), O14786; inhibition, % at 25 µM; 0.85% of 360,000 active; FAM-RPARPAR peptide binding to NRP-1;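 active means inhibition or corrected inhibition above about 18%, plus a signal ratio from 0.5 to 1.5, limit read from the data, passing the limit was not always enough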; further: strong numbers were not always called active
NadD inh – inhibitors of S. aureus NadD, primary screen, biochemical, colorimetric, uHTS; Nicotinate-nucleotide adenylyltransferase NadD (Staphylococcus aureus N315); purified NadD enzyme, colorimetric absorbance read-out; inhibition, % at 20 µM; 0.78% of 360,000 active; AID 602399, 2012; in the data active means inhibition above about 26%; further: some compounds past the cut are filed as inactive
LMPTP block – LMPTP phosphatase inhibitors, primary screen, biochemical, fluorescence intensity, uHTS | recombinant LMPTP-A, OMFP fluorogenic substrate | Low molecular weight phosphotyrosine protein phosphatase (Homo sapiens), P24666 | AID 651560, 2012 | 0.22% of 360,000 active | inhibition, % at 20 µM;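 active means compounds that cut the enzyme signal by at least half of the control window in the single-dose screen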;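 further: plate controls were DMSO wells with enzyme plus substrate for no effect and substrate without enzyme for full effect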
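material = LMPTP-A | quantity = 0.625 nM enzyme | reagent = OMFP substrate, 400 µM final | buffer or medium = Bis-Tris pH 6.0, DTT, detergent | detection = endpoint fluorescence intensity from OMFP dephosphorylation | dosing = single 20 µM dose | read-out basis = % inhibition relative to no-enzyme and uninhibited control wells | control set = no-enzyme and uninhibited controls | timing = 50 min at room temperature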
Active calls of the source: *; i = inactive; . = no result given.

SMILES	DNMT1 inh	SKN-1 block	Scp-1 inhibitor	Rpn11 block	SUMO1-SIM PPI	MT1-MMP act inh	STEP inh	NRP1-CendR mod	NadD inh	LMPTP block
COc1cc(CNC2CCCCCC2)cc(OC)c1	-1	7	-1	i	-4	1	-1	-2	-4	-1.1
COc1ccc(OC)c(Nc2cc3ccccc3c(=O)[nH]2)c1	14	5	-4	i	5	-34	3	-17	2	2.2
COc1ccc(N2CCN(CCNC(=O)Nc3ccc([N+](=O)[O-])cc3OC)CC2)cc1	-4	8	-9	i	-33	-3	2	0	-4	0.1
COc1ccc(CNc2nnnn2C)cc1	-6	20	-9	i	-2	-3	0	6	-7	-1.6
Cc1cccc(NC(=O)c2cccc(OC(=S)N3CCOCC3)c2)c1C	1	-9	-7	i	0	-2	-1	6	-4	0.5
COC(=O)[C@@]12CCCCN1[C@H](c1ccc(-c3ccc(C(C)=O)cc3)cc1)[C@@H]1C(=O)N(C)C(=O)[C@@H]12	-7	2	-8	i	-5	-2	-5	8	0	1.5
CS(=O)(=O)c1ccc(Cl)c(NC(=O)CN2CCN(C(=O)c3cccs3)CC2)c1	-1	18	-12	i	1	3	0	12	-2	-2.0
O=C(C[C@@H]1C/C=C\C[C@@H](Cc2ccc(F)cc2)C(=O)OC[C@@H](Cc2ccccc2)NC1=O)N[C@H](CO)Cc1ccccc1	68*	-2	-2	i	2	2	-1	-10	-1	2.0
Cc1c(C#N)c(N)nc2c3c(sc12)NC(=O)CC3c1ccc(Cl)cc1 (stereo not drawn)	1	9	2	i	-17	-6	0	8	5	-1.7
COc1ccc2cc3c(N)nn(C(=O)C4CCC(C(C)(C)C)CC4)c3nc2c1 (stereo not drawn)	13	-16	0	i	-1	-17	0	9	25	3.2
CC(C)=CC(=O)NCc1c(Cl)cccc1-n1cccc1	0	16	-3	i	-4	-5	-1	8	-10	-1.2
CCOC(=O)c1cnc2ccc(C(=O)OC)cc2c1Nc1ccc2c(c1)OCCO2	-25	-3	7	i	0	-1	2	12	-3	5.6
CC(=NNc1ccccc1)C(C)=NNc1ccccc1	6	13	13	i	2	3	3	-3	8	-1.2
O=C(NCC1CCCO1)NC1CCCCC1 (stereo not drawn)	0	-20	-7	i	-4	2	-3	-16	1	-0.5
Cc1ccnc(NS(=O)(=O)c2ccc(NC(=O)c3ccc(S(=O)(=O)N4CCCC4)cc3)cc2)n1	5	-4	17	i	-1	1	-3	0	4	-0.5
CC1(C(=O)O)CCN1C(=O)c1cccnc1Oc1ccccc1 (stereo not drawn)	5	8	.	i	-5	1	-1	-2	0	0.0
COc1cc(F)ccc1-c1csc(C(C)(NC(C)=O)c2ccccc2)n1 (stereo not drawn)	-3	-2	.	i	2	1	-1	7	2	-0.5
CC(C)n1nnnc1SCC(=O)NNC(=O)C1CCCCC1	0	8	-5	i	-1	1	4	-6	3	-1.1
COc1ccc(CCn2nnnc2C(c2ccc(C)cc2)N2CCN(C)CC2)cc1OC (stereo not drawn)	-2	7	-5	i	5	-12	-2	-2	-5	-4.7
Cc1ccc(C(=O)NC(=S)Nc2ccc(-c3cc4ccccc4oc3=O)cc2)c(C)c1	18	-14	-3	i	4	-5	3	20	11	-2.6
CCCCCCNC(=O)c1cccc(-c2ccc(C)c3ccccc23)n1	6	23	-11	i	-1	-1	1	1	15	4.0
CCCCNC(=O)C1CC(=O)N(CCc2ccc(C)cc2)C1 (stereo not drawn)	1	8	-6	i	6	6	-3	24	-1	-1.2
COc1ccc(-n2c(Cn3c(=O)sc4ccccc43)nnc2SCC(N)=O)cc1	-1	16	-4	i	2	-2	0	-6	-4	-1.1
O=C(CCc1ccccc1)NN1C(=O)C2C3C=CC(O3)C2C1=O (stereo not drawn)	5	0	1	i	7	3	-2	14	-5	-0.3
O=C(CSc1nc(C2CCCCC2)n(-c2ccccc2)n1)NCCN1C(=O)CSC1=O	2	2	-8	i	3	-1	-1	4	-2	-1.1
CCOC(=O)C1CCCN(c2ncnc3c2cnn3-c2cccc(C)c2)C1 (stereo not drawn)	1	-2	-9	i	0	-3	0	0	-5	-0.8
CC(C)CNC(=S)NC(=O)c1ccc(Cl)cc1Cl	-4	8	-1	i	1	-2	0	-10	-4	-0.1
CCOC(=O)c1ccc(-c2c(C)cc3oc(=O)cc(-c4ccccc4)c3c2C)cc1	-4	-11	-12	i	7	-10	5	-14	2	3.6
CC(C)(C)C(=O)CN1C(=O)NC2(CCOc3ccccc32)C1=O (stereo not drawn)	3	-12	3	i	2	-1	-3	-2	-3	-1.1
COc1cccc(C(=O)NNC(=O)/C=C/c2ccccc2)c1	0	17	-8	i	-6	-1	0	1	-6	-0.5
CCOc1ccc(/C=N/OCC(=O)NCc2cccs2)cc1	1	-4	-10	i	-1	2	-3	5	2	-1.9
O=C(O)c1oc2ccccc2c1CN1CCN(c2ccccc2)CC1	4	6	-2	i	-1	4	1	-5	-4	-1.2
CCCS(=O)(=O)NC(=O)C1(C)CCN(C(=O)c2c(C)noc2C)C1 (stereo not drawn)	0	-2	.	i	2	1	-3	-1	6	-0.9
Cc1c(OC(C)C(=O)NCCCN2CCOCC2)ccc2c3c(c(=O)oc12)CCCC3 (stereo not drawn)	-1	7	1	i	11	4	-4	-3	-3	-0.4
CC1CC(C)CN(C(=O)CCNC(=O)Cn2cnc3ccccc3c2=O)C1 (stereo not drawn)	3	10	4	i	4	-4	-5	11	-4	-2.2
CCCCNS(=O)(=O)c1ccc2nc(-c3cccnc3)cc(C(=O)NC(C)CC)c2c1 (stereo not drawn)	3	-6	-6	i	-2	-3	-2	-15	-5	-1.9
CCOc1ccc(C(=O)Cc2cc(OC)c(OC)cc2[N+](=O)[O-])cc1	-4	6	-5	i	-2	0	3	4	2	0.7
CCOc1ccccc1-n1c(SCC(N)=O)nnc1-c1ccco1	0	-3	3	i	-1	1	-1	5	4	-0.9
COc1ccc(S(=O)(=O)N2CCCCCC2)cc1NC(=O)c1ccccc1S(C)(=O)=O	0	15	0	i	5	3	-1	-4	3	-1.5
COc1ccc(NC(=O)COC(=O)[C@@H](NC(=O)c2c(F)cccc2F)C(C)C)cc1	-2	-1	-5	i	0	4	-2	-3	6	-0.1
O=C(Cc1ccc(Br)cc1)N(Cc1ccccc1)c1ccccn1	2	-5	1	i	2	-4	0	6	5	1.1
Cc1ccc(NC(=O)c2ccc(C)cc2)cc1	11	19	-8	i	4	0	-4	4	-1	-0.6
NS(=O)(=O)c1ccc(Nc2nc(-c3ccccc3)cs2)cc1	-14	0	-2	i	-3	-1	0	-9	0	3.5

Among those listed so far, 2 contain a tert-butyl group:
SMILES	DNMT1 inh	SKN-1 block	Scp-1 inhibitor	Rpn11 block	SUMO1-SIM PPI	MT1-MMP act inh	STEP inh	NRP1-CendR mod	NadD inh	LMPTP block
COc1ccc2cc3c(N)nn(C(=O)C4CCC(C(C)(C)C)CC4)c3nc2c1 (stereo not drawn)	13	-16	0	i	-1	-17	0	9	25	3.2
CC(C)(C)C(=O)CN1C(=O)NC2(CCOc3ccccc32)C1=O (stereo not drawn)	3	-12	3	i	2	-1	-3	-2	-3	-1.1

Four of the entries above in order of the SUMO1-SIM PPI value, ascending.
SMILES	DNMT1 inh	SKN-1 block	Scp-1 inhibitor	Rpn11 block	SUMO1-SIM PPI	MT1-MMP act inh	STEP inh	NRP1-CendR mod	NadD inh	LMPTP block
CCOc1ccccc1-n1c(SCC(N)=O)nnc1-c1ccco1	0	-3	3	i	-1	1	-1	5	4	-0.9
COc1ccc(NC(=O)COC(=O)[C@@H](NC(=O)c2c(F)cccc2F)C(C)C)cc1	-2	-1	-5	i	0	4	-2	-3	6	-0.1
Cc1ccc(NC(=O)c2ccc(C)cc2)cc1	11	19	-8	i	4	0	-4	4	-1	-0.6
COc1ccc(S(=O)(=O)N2CCCCCC2)cc1NC(=O)c1ccccc1S(C)(=O)=O	0	15	0	i	5	3	-1	-4	3	-1.5

Screening results (PubChem BioAssay)
